# SR-BI uptake up: activators of SR-BI mediated DiI-HDL uptake, primary screen, ldlA[mSR-BI] CHO cells, DiI fluorescence; 3 h; 100 = double the neutral-control signal; activation, % at 12.5 µM; actives 0.096% (n = 320,000); AID 504775, 2011;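 active = mean replicate activation of at least 60% and every replicate at or above 60%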;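 note: 0% = median plate neutral-control signal and 100% = twice that signal; values of inactives mirror those of a sister screen read the other way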
#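 Assay system: LDL receptor-deficient CHO ldlA cells overexpressing murine SR-BI / Medium: BSA-supplemented, HEPES-buffered Ham's F12, pH 7.4 / Probe or stimulus: DiI-labelled HDL at 10 µg/mL final / Timing: compound with DiI-HDL co-incubation, 3 h at 37 °C / Technique: bottom-read cell fluorescence after medium removal, ex 550/em 595 nm / Measure: HDL uptake via cellular fluorescence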
# MITF TRPM1 HTS: activators of MITF-driven TRPM1 promoter reporter, primary screen, cell-based, SK-MEL-5, luciferase, single point; SK-MEL-5 TRPM1-promoter luciferase, 24 h; % of positive control, neutral wells = 0; activation, % at 12.5 µM; actives 0.75% (n = 300,000); AID 588334, 2011;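 active = mean activation of at least 80% with every replicate also reaching 80%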;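 note: 0% = neutral control wells and 100% = parthenolide positive control wells; values of inactives mirror those of a sister screen read the other way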
# PKA-R1A act: activators of PKA-R1A holoenzyme, primary screen, biochemical, fluorescence polarization, Cy5-IP20, bovine R1A, mouse PKAc. cAMP-dependent protein kinase type I-alpha regulatory subunit (Bos taurus) + …. PKA-R1A dissociation; scaled: DMSO 0%, 113 µM cGMP 100%. activation, % at 11.4 µM. actives 0.083% (n = 340,000);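 active = percent activation above the mean of all tested compounds plus 3 SD, cut at about 19% in these data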;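 note: higher means more PKAc released from R1A so a rise in polarization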
# NSD2 HMT inh: NSD2 histone methyltransferase inhibitors, primary screen, biochemical, AlphaScreen, single concentration, set 2; actives 0.54% (n = 310,000); NSD2 peptide methylation, 120 min; Histone-lysine N-methyltransferase NSD2 (Homo sapiens), O96028; inhibition, % at 12.5 µM; in the data active = inhibition above about 50%
# CDK5 inh: inhibitors of human CDK5/p35 kinase, primary screen, biochemical, single concentration; inhibition, % at 10 µM; Cyclin-dependent kinase 5 (Homo sapiens) + Cyclin-dependent kinase 5 activator 1 (Homo …; actives 0.01% (n = 330,000); Recombinant CDK5/p35, ADP-Glo luminescence, 60 min;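 active = highest replicate inhibition of at least 50% and at least 75% of replicates reaching 50%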;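 note: plate controls were DMSO neutral control for no effect and GW8510 at 10 µM for full effect; many of its hits are not listed in these tables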
# Arr AP2 block: inhibitors of beta-arrestin/AP2 binding, primary screen, biochemical, GPCR trafficking, flow cytometry. beta-arrestin 1 C-terminal peptide binding to AP2 beta2-adaptin appendage (human). FITC-arrestin peptide / GST-AP2 beads; AP2 beta2 appendage carries R879A mutation. inhibition, % at 10 µM. actives 0.31% (n = 340,000);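 active = inhibition above a set limit, near 3 SD of compounds lacking own fluorescence, cut at about 54% in these data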;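 note: plate controls were DMSO wells for no effect and 5 µM unlabelled arrestin peptide for full effect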
#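 Material – AP2 appendage R879A on GSH beads · Buffer or medium – PBS with 0.05% Tween 20 and 0.1% BSA · Probe or stimulus – fluorescein-tagged arrestin peptide at 50 nM final · Incubation – compound with beads 12 min RT, then probe 1 h RT · Detection – high-throughput flow cytometry of beads, ex 488, em 535 nm · Evaluation – percent response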
# SUMO Mot1 rescue: yeast Mot1-301 growth rescue at high temperature, primary screen, SUMOylation pathway inhibitor project, S. cerevisiae, ATP luminescence, 38.5C; actives 1% (n = 320,000); S. cerevisiae Mot1-301 growth rescue; percent above DMSO median, 100 means doubled; AID 2716, 2010; growth rescue, % at 18.8 µM;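 active = every valid replicate shows activation above 250% relative to neutral control wells; inactive = the rest, any valid replicate at or below 250%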;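 note: OY570 slx delta 5 strain wells were the positive control but not used for scaling; some compounds called inactive have numbers as strong as hits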
# Pemphigus Ab inh: inhibitors of pemphigus antibody binding to DSG3, primary screen, biochemical, bead-based, flow cytometry, scFv-GFP. Desmoglein-3 (Homo sapiens), P32926. DSG3-coupled beads, scFv-anti-DSG3-GFP binding; hits give low values. binding (percent of control), % at 10 µM. actives 0.48% (n = 310,000). AID 588358, 2011;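 active = binding more than 3 SD below its plate's average and above zero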;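 note: hits lower antibody fragment binding to DSG3; some compounds called inactive have numbers as strong as hits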
# PKA-R2B activ: activators of PKA-R2B holoenzyme, primary screen, biochemical, fluorescence polarization, Cy5-IP20, human | cAMP-dependent protein kinase catalytic subunit beta (Homo sapiens) + cAMP-dependent … | PKA-R2B holoenzyme dissociation; R2B truncated from residue 108, S112A mutant; 0% DMSO only, 100% 113 µM cGMP | activation, % at 11.4 µM | actives 0.079% (n = 340,000) | AID 504700, 2011;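 active = activation above a cutoff set at the mean over all compounds plus 3 SD, cut at about 18% in these data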;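 note: higher means more holoenzyme dissociation and a rise in polarization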
# SR-BI HDL uptake: inhibitors of SR-BI mediated HDL lipid uptake, primary screen, ldlA[mSR-BI] cells, fluorescence, single point; Scavenger receptor class B member 1 (Mus musculus), Q61009; ldlA[mSR-BI] CHO cells, DiI-HDL uptake fluorescence, 3 h; inhibition, % at 12.5 µM; actives 0.96% (n = 320,000); AID 488896, 2010;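 active = mean replicate inhibition of at least 70% and a set share of replicates each scoring 70 or more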;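 note: 0% = median of neutral control wells and 100% = median of positive control wells; values of inactives mirror those of a sister screen read the other way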
# Target sequence (Q61009 whole entry, looked up): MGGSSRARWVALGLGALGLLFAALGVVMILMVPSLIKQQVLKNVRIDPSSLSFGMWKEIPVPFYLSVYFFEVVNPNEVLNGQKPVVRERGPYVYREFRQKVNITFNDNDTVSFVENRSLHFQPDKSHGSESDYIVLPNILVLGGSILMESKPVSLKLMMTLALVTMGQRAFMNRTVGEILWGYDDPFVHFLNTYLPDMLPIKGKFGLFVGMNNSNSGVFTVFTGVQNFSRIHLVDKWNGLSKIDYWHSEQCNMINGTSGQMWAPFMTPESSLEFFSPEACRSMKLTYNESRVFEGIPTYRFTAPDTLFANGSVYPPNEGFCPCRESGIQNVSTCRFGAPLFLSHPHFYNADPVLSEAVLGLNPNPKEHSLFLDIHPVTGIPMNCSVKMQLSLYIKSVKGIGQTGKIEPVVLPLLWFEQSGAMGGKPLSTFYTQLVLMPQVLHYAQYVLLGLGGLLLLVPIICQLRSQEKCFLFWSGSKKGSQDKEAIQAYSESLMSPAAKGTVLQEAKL
# dFosB activator: activators of delta FosB homodimer, primary screen, biochemical, fluorescence polarization, TAMRA-CDK5 oligo, single point; Protein FosB (Mus musculus), P13346; actives 0.99% (n = 340,000); activation, % at 25 µM; purified delta FosB; percent of positive-control signal above neutral wells; AID 493131, 2011;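 active = mean activation above about 17%, with every replicate also reaching it, limit read from the data, passing the limit was not always enough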;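 note: fluorescence polarization rise as delta FosB binds a TAMRA Cdk5 AP-1 oligo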
# Target sequence (P13346 whole entry, looked up): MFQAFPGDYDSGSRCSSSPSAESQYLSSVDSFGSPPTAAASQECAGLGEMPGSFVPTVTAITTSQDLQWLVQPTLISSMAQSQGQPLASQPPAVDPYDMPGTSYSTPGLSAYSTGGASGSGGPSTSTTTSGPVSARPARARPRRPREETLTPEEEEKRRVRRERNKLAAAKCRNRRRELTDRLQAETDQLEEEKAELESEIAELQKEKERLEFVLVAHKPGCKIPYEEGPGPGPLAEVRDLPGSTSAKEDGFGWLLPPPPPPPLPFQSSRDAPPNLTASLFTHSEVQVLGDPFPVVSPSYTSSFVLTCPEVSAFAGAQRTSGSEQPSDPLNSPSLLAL
# * hit, by the source's call; . = not tested or not shown. The list is partial; rates above refer to the full screens.
canonical_smiles	SR-BI uptake up	MITF TRPM1 HTS	PKA-R1A act	NSD2 HMT inh	CDK5 inh	Arr AP2 block	SUMO Mot1 rescue	Pemphigus Ab inh	PKA-R2B activ	SR-BI HDL uptake	dFosB activator
Cc1ccc2c(c1)C1CN(C)CCC1N2C(=O)c1cccs1 (centres undefined)	10.8	-26.1	-2.2	.	3.0	9.1	-8.4	101.0	-0.1	-10.8	2.1
C[C@]12CCC3C(CC[C@H]4C[C@H](O)CC[C@]34C)C1[C@@H](O)[C@@H](O)[C@@H]2O (some centres undefined)	-16.7	-7.4	-3.1	-1.5	-0.1	6.3	0.9	124.1	-4.1	16.8	-1.4
CCOc1ccc2nc(N=Nc3c(O)[nH]c(=S)[nH]c3=O)sc2c1	.	4.7	-3.5	18.6	0.6	-1.2	0.5	113.9	2.8	.	-4.9
Cc1cc(/C=C2/C(=O)NC(=O)N(c3ccccc3)C2=O)c(C)n1-c1ccc(F)cc1	23.2	-1.2	-6.8	-0.9	0.6	5.6	.	107.0	-2.3	-23.2	15.1
Cc1cc(Cl)nc(N)n1	3.6	-0.9	-0.7	-0.7	-0.1	0.5	-13.1	109.8	1.8	-3.6	-2.7
FC(F)=C(F)CCSc1ncn[nH]1	5.1	-15.0	-3.8	-4.6	-0.2	32.8	.	102.3	1.6	-5.1	-1.2
Cc1c(C(=O)c2ccccc2)c2ccccc2n1C	-28.1	-10.2	-8.5	-2.6	-0.1	13.1	5.4	89.7	-12.2	28.1	-3.4
C[C@]12CCC3C(C[C@@H](O)[C@H]4C[C@@H](O)CC[C@]34C)C1CC[C@@H]2O (some centres undefined)	37.7	5.1	-9.0	-1.8	0.8	35.6	-4.2	117.5	-4.9	-37.7	6.9
CC12CN3C(O)C(C)(C1)CC(C)(C2)C3O (centres undefined)	12.5	0.9	0.1	13.0	-0.5	1.6	-6.1	105.2	0.1	-12.5	-0.3
O=[N+]([O-])c1ccc(N2CCCCCC2)c2ncccc12	-7.0	-9.0	0.6	10.3	0.0	-1.3	-3.6	84.0	-5.8	7.0	-0.6
CCc1nn(CC(=O)N2CCC3(CC2)OCCO3)c(=O)c2cc3ccccc3n12	-7.5	10.5	-13.7	1.7	-3.8	-0.5	-2.5	.	-2.5	7.5	-5.3
Cc1nc2cc(C(=O)N3CCC4(CC3)OCCO4)ccc2n1-c1ccc(Br)cc1	14.5	-7.1	4.5	1.2	-0.6	-5.0	-2.8	108.1	-2.0	-14.5	4.5
COC1/C=C/C=C(\C)Cc2cc(O)c(Cl)c(c2)N(C)C(=O)CC(OC(=O)C(C)C)C2(C)OC2C(C)C2CC1(O)NC(=O)O2 (centres undefined)	14.8	-60.4	-2.3	-5.3	0.5	3.8	.	86.7	5.6	-14.8	-14.8
CCN(CC)c1ccc(/C=C2\C(=O)NC(=O)N(CC3CCCO3)C2=O)cc1 (centres undefined)	3.9	15.2	-2.0	0.5	1.6	-3.1	2.6	109.0	-2.1	-3.8	5.1
CN(C)C1(CNC(=O)c2ccc(Cl)c(S(=O)(=O)NCc3ccco3)c2)CCCCC1	15.0	14.1	5.5	2.8	0.2	8.2	242.3	94.8	4.2	-15.0	-6.3
O=C(C1CC(c2ccc(F)cc2)=NO1)N1CCC2(CC1)OCCO2 (centres undefined)	39.3	52.2	-1.1	-0.3	-0.2	17.5	6.3	99.8	8.9	-39.3	2.5
Cc1ccc(Cn2ccccc2=N)cc1	5.0	.	9.1	23.4	0.0	12.3	12.9	99.3	0.9	-5.0	-0.4
Fc1cccc(F)c1CN1CCN(Cc2c(F)cccc2F)CC1	30.3	0.7	-3.9	-0.4	0.2	-0.7	-11.2	75.6	1.7	-30.3	-4.6
COc1ccccc1N1CCN(Cc2c(F)cccc2Cl)CC1	-4.4	-6.2	-8.3	4.1	-0.3	-6.8	-31.3	93.3	-7.5	4.4	-8.9
O=C(c1cccs1)c1cn(Cc2ccccc2Cl)c2ccccc12	-5.2	.	-2.8	-0.4	-8.9	2.4	248.0	.	-9.8	5.2	-2.0
Cc1ccc(N2C(=O)NC(=O)/C(=C\c3cccn3C(C)(C)C)C2=O)cc1	31.0	8.4	-3.0	6.3	1.9	-0.4	13.0	106.3	5.8	-31.0	-2.7
CC12C=CC(=O)CC1CCC1C2CCC2(C)C(O)C(O)CC12 (centres undefined)	28.8	-2.0	-0.7	5.0	0.8	-14.2	.	112.2	-1.1	-28.8	-1.1
Cc1cc(/C=C2\C(=O)NC(=O)N(Cc3ccccc3)C2=O)c(C)n1-c1ccc(Cl)c(C(=O)O)c1	26.7	15.3	-7.8	137.1*	-8.9	5.4	0.9	85.6	6.3	-26.7	-7.5
O=C(CCCn1c(=O)[nH]c2cc(Cl)ccc2c1=O)N1CCC2(CC1)OCCO2	-0.5	6.7	-10.4	-1.6	-1.7	4.5	-19.2	101.1	2.7	0.5	0.9
COC(=O)C1=C(c2cc3ccccc3o2)C[C@@H]2CC[C@H]1N2C(=O)N1CCCCC1	-26.7	-35.1	2.0	.	-0.4	-12.2	-4.9	97.1	-4.5	26.8	-7.3
CCOC(=O)[C@]12Cc3ccsc3[C@H]1N(Cc1ccccc1)C(=O)c1ccccc12	-6.7	-4.3	-5.0	.	1.9	8.7	.	104.1	-2.3	6.7	-0.7
CCCNC(=O)Cn1cnc2sc(C(=O)N3CCC4(CC3)OCCO4)c(C)c2c1=O	16.4	11.8	-8.1	-1.4	-2.0	-5.0	-2.7	109.2	5.1	-16.4	1.3
Nc1ccccc1C(=O)OCc1ccc([N+](=O)[O-])cc1	-7.0	53.9	15.7	-1.4	-1.0	3.5	-14.5	98.0	0.1	7.0	-1.4
CC(=NCCCN1CCCCC1)c1c(O)n(Cc2ccccc2)c(=O)[nH]c1=O	-8.3	.	0.8	-4.9	0.2	6.4	-12.0	105.6	-11.0	8.3	-10.6
CC12CN3CCN(C1)CC(C)(C3)C2=NO	21.4	-3.9	-0.8	0.9	-0.2	3.1	-16.1	96.6	11.3	-21.4	6.1
COc1cc(/C=C2\C(=O)NC(=O)N(c3ccccc3)C2=O)cc(OC)c1OC	-0.6	10.6	-13.0	2.5	0.3	2.4	-14.3	102.1	-7.2	0.6	1.0
CC(C)(C)P(=O)(N1CCOCC1)N1CCOCC1	-2.5	11.6	-8.9	-4.8	2.0	-8.9	180.3	98.6	-11.6	2.5	4.0
CN1CSC(=S)N(C)C1	33.7	-4.0	-7.4	-2.8	2.8	-0.5	9.6	.	-4.3	-33.7	3.1
Cc1ccc(S(=O)(=O)NC(Cc2cnc[nH]2)C(=O)O)cc1 (centres undefined)	7.4	5.3	-3.2	1.7	0.7	6.9	-12.9	99.8	1.3	-7.4	1.8
C/C(O)=C(\C#N)C(=O)Nc1cc(Br)ccc1Br	-5.6	-4.5	-7.2	.	-0.6	-0.9	-1.2	111.5	-14.8	5.6	-7.6
CN(C)c1ccc([N+](=O)[O-])c([N+](=O)[O-])c1	19.6	0.4	0.7	1.4	0.7	-5.5	.	92.7	-1.8	-19.6	4.9
CCN(CC)c1ccc(N=Cc2c(O)[nH]c(=O)[nH]c2=O)cc1	-35.4	.	-7.6	1.9	-0.4	31.7	1.3	102.2	0.9	35.5	-2.4
Cc1ccc(-c2cc(-c3ccccc3)cc(-c3ccccc3)[n+]2-c2ccccc2)cc1	17.2	-103.1	-2.0	.	8.6	-11.6	7.0	102.5	-2.0	-17.2	2.1
CN1CCN(c2ncnc3nc[nH]c23)CC1	21.5	-10.1	8.1	4.3	0.1	3.4	-17.3	97.1	-0.3	-21.5	-2.6
C=CCn1c(O)c(C(CC)=NCCN2CCN(C(=S)NC)CC2)c(=O)[nH]c1=O	-1.0	-3.5	3.9	9.4	-0.3	-4.0	34.8	.	8.4	1.0	6.0
COc1ccccc1N1CCN(Cc2cnc(-c3ccccc3)[nH]2)CC1	-3.0	.	0.7	3.3	1.1	-9.5	5.8	.	1.9	3.0	-3.3
CC(C)n1c(=O)c(C=Nc2cccc([N+](=O)[O-])c2)c(O)n(CCc2ccccc2)c1=O	-40.3	-6.9	-4.2	1.0	-0.5	32.4	-10.0	100.8	-9.9	40.3	-1.2
CCCCC/C(=N\O)c1c[nH]c2ccccc12	8.8	8.9	-1.5	4.9	-0.2	0.3	-8.1	126.7	13.0	-8.8	-2.0
O=C(CNC(=O)OCc1ccccc1)NCC(=O)Nc1ccc(Br)cc1C(=O)c1ccccc1	32.8	9.5	5.5	-2.0	0.7	38.4	29.9	125.9	-4.4	-32.8	-0.5
CS(=O)(=O)N1Cc2cnnn2-c2ccccc2C1C#N (centres undefined)	21.5	-4.9	-7.0	.	0.3	43.0	.	101.8	-1.3	-21.5	3.6
CC(=O)Cc1ccc(OC(C)C)cc1	1.3	8.5	-2.4	2.6	-1.4	0.4	-4.8	110.0	4.8	-1.3	-3.8
COc1ccc(S(=O)(=O)NC(CC(=O)N2CCC3(CC2)OCCO3)c2ccco2)cc1 (centres undefined)	.	-10.2	-6.6	.	-0.1	-1.2	7.5	.	4.8	.	-2.2
O=[N+]([O-])c1ccc(N2CCCC2)c(F)c1Br	23.8	-6.0	-6.8	2.5	-2.9	-4.1	-5.6	95.3	4.9	-23.8	-0.4
O=C(c1ccc2c(c1)N(Cc1ccc(F)cc1)CCS2)N1CCC2(CC1)OCCO2	-0.8	-6.8	-6.6	-0.2	.	-9.2	-21.6	111.1	1.0	0.8	-11.5

# Bioassay records deposited in PubChem by several laboratories.
